Screening results deposited in PubChem by several laboratories.
KOR beta-arrestin-1: KOR agonists, beta-arrestin recruitment, primary screen, cell-based, luminescence, uHTS (AID 1777); KOR beta-arrestin recruitment, luminescence; higher % means a stronger effect; actives 0.02% (n = 280,000); activation, % at 10 µM, or EC50 in µM where a hit was titrated; Kappa-type opioid receptor (Homo sapiens); in the data active = activation above about 50%, passing the limit was not always enough; note: a part of the inactive calls stands beside numbers as strong as those of hits
PhoP inhibition: inhibitors of PhoP regulon expression, primary screen, Salmonella Typhimurium, GFP reporter (AID 1863); inhibition, % at 50 µM, or IC50 in µM where a hit was titrated; S. Typhimurium PhoP-regulated promoter GFP reporter, 4 h; higher % means a stronger effect; actives 0.16% (n = 300,000);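 active = inhibition over 29.93%, a cutoff 3 SD above the screen mean, later confirmed by dose response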;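 note: 0% = low Mg2+ inducing control and 100% = high Mg2+ repressing control; strong numbers were not always called active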
GPR35 antagonists: GPR35 antagonists blocking zaprinast-driven arrestin recruitment, primary screen, imaging, U2OS, beta-arrestin-GFP, zaprinast agonist (AID 2058) | actives 0.052% (n = 290,000) | U2OS GPR35 beta-arrestin-GFP translocation imaging, zaprinast antagonism; higher % means a stronger effect | G-protein coupled receptor 35 (Homo sapiens) | inhibition, % at 10 µM; hits with a dose series show IC50 in µM;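 active = inhibition of at least 50% with at least 30 cells and total cytoplasm GFP at most 10,000,000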
GPR55 antagonists: GPR55 antagonists blocking LPI-driven arrestin recruitment, primary screen, imaging, U2OS, beta-arrestin-GFP, LPI agonist (AID 2013); G-protein coupled receptor 55 (Homo sapiens); U2OS GPR55 beta-arrestin-GFP translocation imaging, LPI antagonism; higher % means a stronger effect; one-dose inhibition, % at 10 µM; IC50 in µM for titrated hits; actives 0.13% (n = 290,000);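 active = spots per cell inhibited over 60%, with over 100 cells counted and total cytoplasm intensity under 500,000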;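 note: U2OS cells stably carrying GPR55 and arrestin-GFP stimulated by 5 µM LPI near EC80; imaged beta-arrestin-GFP aggregate spots per cell after agonist stimulation; plate controls were LPI-stimulated DMSO wells for no effect and DMSO wells without LPI for full effect; some results filed as inactive read as strong as hits; confirmed hits need IC50 under 10 µM and bright autofluorescent wells are also inconclusive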
GPR55 activation: GPR55 agonists via beta-arrestin recruitment, primary screen, imaging, U2OS cells, beta-arrestin-GFP redistribution (AID 1961); U2OS GPR55 beta-arrestin-GFP redistribution imaging; higher % means a stronger effect; activation, % at 10 µM; hits with a dose series show EC50 in µM; actives 0.048% (n = 290,000);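 active = activation above 40% with more than 50 cells counted in the well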;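 note: U2OS osteosarcoma cells stably expressing GPR55 and beta-arrestin-GFP; plate controls were DMSO negative control for no effect and LPI positive control for full effect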
NTR1 ag: agonists of NTR1, primary screen, imaging, U2OS cells, beta-arrestin-GFP, high content (AID 493036); Neurotensin receptor type 1 (Homo sapiens), P30989; activation, % at 20 µM; NTR1-U2OS beta-arrestin-GFP spot imaging, agonist mode; actives 0.17% (n = 330,000);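 active = activation at or above 40% of the spot to cytoplasm intensity ratio, with at least 20 cells analyzed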;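 note: 0% = DMSO without peptide and 100% = 100 nM NTR1 peptide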
Target sequence (P30989 whole entry, looked up): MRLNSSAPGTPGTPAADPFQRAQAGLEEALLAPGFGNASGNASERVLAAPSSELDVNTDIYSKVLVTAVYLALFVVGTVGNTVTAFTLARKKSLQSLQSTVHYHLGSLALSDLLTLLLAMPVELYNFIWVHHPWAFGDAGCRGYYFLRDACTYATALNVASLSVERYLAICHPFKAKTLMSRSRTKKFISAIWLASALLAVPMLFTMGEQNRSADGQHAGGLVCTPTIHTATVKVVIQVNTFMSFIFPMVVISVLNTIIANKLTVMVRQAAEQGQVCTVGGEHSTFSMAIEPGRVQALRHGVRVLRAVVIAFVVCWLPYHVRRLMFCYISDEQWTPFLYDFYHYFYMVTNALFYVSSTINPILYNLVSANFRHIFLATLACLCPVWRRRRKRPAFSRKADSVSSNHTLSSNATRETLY
T cell modulator: modulators of CD8 T cell-vesicle binding, primary screen, mouse 2C CD8+ T cells, flow cytometry; 2C CD8+ T cell-vesicle binding; active compounds read low; calls only at 7 µM; actives 0.068% (n = 330,000); AID 2052, 2009;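 active = response, share of CD8 T cells binding vesicles, and their 90th percentile fluorescence all below set limits, cut at about 80% in these data, passing the limit was not always enough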
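System: murine 2C transgenic CD8+ T lymphocytes; also added: QL9-loaded Drosophila micro-vesicles; times: binding 1.5 h at 37 °C; measured by: flow cytometry, PE anti-B7-1 (FL2) versus Alexa647 anti-CD8 (FL8), PFA-fixed; control set: Peptide-free naked vesicles (low) and QL9 vesicles with 0.7% DMSO vehicle (high)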
KOR beta-arrestin-2: KOR antagonists, beta-arrestin recruitment, cell-based, luminescence, uHTS (AID 1778). Kappa-type opioid receptor (Homo sapiens). KOR beta-arrestin recruitment, luminescence, antagonist mode; higher % means a stronger effect. actives 0.091% (n = 290,000). inhibition, % at 10 µM; hits with a dose series show IC50 in µM; in the data active = inhibition above about 50%; note: strong numbers were not always called active
West Nile virus CPE: West Nile virus antiviral activity, cell-based, CPE readout (AID 1621); actives 0.02% (n = 290,000); West Nile virus-infected cells, CPE inhibition; higher % means a stronger effect; CPE inhibition, % at 10 µM, or IC50 in µM where a hit was titrated; in the data active = a potency from the dose series; note: strong numbers were not always called active
T cell modulator vesicle-bound %: second read-out of T cell modulator, no call of its own (marks repeat the call); double positive events, %; measured here: CD8+ vesicle-bound cell fraction;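 binding gate set so that unloaded-vesicle control wells show 10% double positive cells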
NTR1 ag cell count 20 µM: second read-out of NTR1 ag, no call of its own (marks repeat the call); cell count; measured here: cell count, cytotoxicity flag
The depositor's hits bear a star; i = inactive; . = no result given; [ ] = another dose, or the depositor's remark.

Molecule,KOR beta-arrestin-1,PhoP inhibition,GPR35 antagonists,GPR55 antagonists,GPR55 activation,NTR1 ag,NTR1 ag cell count 20 µM,T cell modulator,T cell modulator vesicle-bound %,KOR beta-arrestin-2,West Nile virus CPE
COc1ccc(S(=O)(=O)N2CCN(C)CC2)cc1NC(=O)c1ccccc1,-0.7%,8%,6%,5%,0.3%,3.9,46,i,32,-6%,-0.4%
CCOC(=O)Cc1csc(NC(=O)C2CCCN(S(=O)(=O)c3cnc[nH]3)C2)n1 (centres undefined),5.5%,-1%,6%,1%,-0.1%,-0.3,48,i,54,-1%,1.5%
Cc1ccc(Nc2nnc(SC3CCOC3=O)s2)cc1 (centres undefined),-2.8%,-6%,8%,-6%,0.3%,3.5,68,i,63,8%,-0.8%
CN(C)S(=O)(=O)c1ccc(Cl)c(NC(=O)CSc2nnnn2-c2ccc(O)cc2)c1,6.7%,2%,15%,2%,0.1%,.,.,.,.,-10%,-1.3%
C1CC1Cc1noc(CN2CCN(C3C4CC5CC(C4)CC3C5)CC2)n1 (centres undefined),.,4%,6%,6%,-0.1%,3.2,83,i,63,-23%[20 µM],-2.1%
CC(C)C[C@H](NC(=O)N1c2ccccc2NC(=O)[C@@H]1C(C)C)C(=O)N[C@@H](Cc1ccccc1)C(=O)O,-3.1%,3%,5%,-3%,0.3%,-1.5,92,i,16,-2%[20 µM],0.5%
COCCNC(=O)CN1N=C(c2ccc(C)cc2)CCC1=O,-5.3%,3%,-8%,6%,-0.1%,-0.1,79,i,60,-16%,-0.9%
CCc1ccc(N/C(N)=N/c2nc(CSc3ccccn3)cc(=O)[nH]2)cc1,.,6%,-8%,-5%,0.3%,7.2,82,i,59,-81%[20 µM],-1.8%
C=CCN(CC=C)Cc1cc(=O)n2c(-c3ccccc3)csc2n1,3.4%,-5%,19%,6%,.,-0.5,37,i,30,-19%,-1.0%
COc1ccc(CN2CCC(CO)(Cc3ccccc3)CC2)cc1Cn1cccn1,-2.1%,-3%,4%,66%,-0.2%,-0.6,34,i,26,-1%,-0.5%
COc1ccc(OC)c(S(=O)(=O)N2CCC(C(=O)N3CCc4ccccc4C3)CC2)c1,-1.3%,10%,13%,5%,-0.2%,0.7,44,i,21,2%,0.1%
Cc1[nH]n(-c2ccccc2)c(=O)c1C(c1ccccc1C(=O)O)c1c(C)[nH]n(-c2ccccc2)c1=O,-2.6%,9%,2%,10%,0.5%,0.9,65,i,54,14%,0.7%
C=CCOc1ccc(Br)cc1CNC(C)(C)CO,-4.6%,3%,-20%,5%,-0.1%,0.3,41,i,39,0%[20 µM],-0.3%
CCC(C)n1c(SCC(=O)Nc2cc(C(C)(C)C)nn2-c2ccccc2)nc2ccccc2c1=O (centres undefined),20%,0%,5%,3%,-0.3%,0.6,94,i,61,-51%,-0.3%
COc1cc(/C=N/n2cnn(Cc3ccccc3Cl)c2=S)cc(OC)c1OC,1.0%,-2%,7%,17%,-0.3%,2.6,57,i,51,-11%,0.3%
Nc1nc(N2CCCCC2)nc2ccccc12,-0.9%,0%,13%,17%,0.3%,0.2,64,i,22,-30%,.
Cc1nc(C)c(-c2csc(Nc3ccccn3)n2)s1,2.4%,0%,5%,-2%,-0.1%,4.7,62,i,61,15%,-1.2%
CC(NC(=O)C1CC1)C(c1cccs1)N1CCN(c2ccccc2)CC1 (centres undefined),3.2%,-10%,-2%,7%,-0.1%,-0.5,106,i,34,30%,-0.3%
CCOc1ccc(-c2nc(CSc3nnc(N)s3)cs2)cc1,0.6%,-1%,-4%,4%,-0.1%,0.6,46,i,45,-34%,0.5%
CN(C)Cc1c(C(=O)N/N=C/c2cccc(OCc3c(F)cccc3Cl)c2)nnn1-c1nonc1N,6.6%,1%,15%,8%,-0.1%,2.2,50,i,53,-45%,11%

The closing 2 compounds of the section above come first, to join the parts.
Molecule,KOR beta-arrestin-1,PhoP inhibition,GPR35 antagonists,GPR55 antagonists,GPR55 activation,NTR1 ag,NTR1 ag cell count 20 µM,T cell modulator,T cell modulator vesicle-bound %,KOR beta-arrestin-2,West Nile virus CPE
CCOc1ccc(-c2nc(CSc3nnc(N)s3)cs2)cc1,0.6%,-1%,-4%,4%,-0.1%,0.6,46,i,45,-34%,0.5%
CN(C)Cc1c(C(=O)N/N=C/c2cccc(OCc3c(F)cccc3Cl)c2)nnn1-c1nonc1N,6.6%,1%,15%,8%,-0.1%,2.2,50,i,53,-45%,11%
COC(=O)c1ccccc1NC(=O)N1CCN(C/C=C/c2ccccc2)CC1,-0.4%,7%,-7%,19%,0.1%,3.5,54,i,37,5%,0.3%
Cc1ccccc1NC(=O)C1CCCN(c2ncnc3onc(-c4ccc(F)cc4)c23)C1 (centres undefined),1.4%,-5%,-20%,1%,-0.1%,1.7,60,i,27,-2%,0.5%
CN1CCN(C(=O)C2=C[C@@H](c3coc4ccccc4c3=O)C[C@@H](OCc3ccc(CO)cc3)O2)CC1,-3.8%,0%,14%,0%,0.2%,-1.0,68,.,.,43%,0.0%
CCN(CC)C(=O)CSc1n[nH]c(=S)n1N,6.0%,-11%,-1%,3%,0.0%,0.0,46,i,33,12%,0.3%
Cc1cccc(/C=C/C(=O)c2ccc(NC3=NCCCS3)cc2)c1,2.4%,-6%,0%,26%,25%,3.0,66,i,30,-43%,-0.9%
Cc1cccc(OCC(=O)N2CCC(N3CCCCCC3)CC2)c1,-1.2%,2%,19%,31%,0.3%,-1.1,112,i,51,-6%,-0.3%
CCN(CC)C1CCN(C(=O)CCn2nnnc2CN2CCOCC2)C1 (centres undefined),-5.8%,-4%,2%,-3%,0.3%,1.0,50,i,57,-2%,0.1%
O=C(NCC1CCCO1)C1CCN(C2CCN(C(=O)Cc3ccsc3)CC2)CC1 (centres undefined),-5.4%,-8%,-14%,-2%,0.4%,1.2,57,i,42,-20%,0.1%
COc1cccc(OC)c1C(=O)Nc1ccccc1C(=O)N1CCCC1,7.3%,-1%,-9%,-2%,-0.1%,-0.3,82,i,63,-26%,0.1%
Cc1noc(C)c1S(=O)(=O)N(CC(=O)N1CCCC1)c1ccc(C(C)C)cc1,6.1%,7%,24%,-5%,0.4%,1.7,47,i,43,-2%,-0.1%
COC(=O)c1ccc(CSCC(=O)Nc2cc(OC)cc(OC)c2)o1,-0.4%,-11%,24%,-2%,-0.3%,-3.1,89,i,13,0%,0.0%
COCCNC(=O)c1c[nH]c2ccc(S(=O)(=O)Nc3ccccc3F)cc2c1=O,-1.0%,-3%,8%,-7%,0.0%,0.9,42,i,29,6%,-0.1%
COc1ccccc1NC(=O)CCS(=O)(=O)c1cc2c(cc1Cl)NC(=O)CO2,-4.5%,-1%,-8%,8%,-0.2%,-0.8,73,i,15,-30%,-0.4%
Cc1occc1C(=O)NN=C1C2CC3CC(C2)CC1C3,-6.0%,7%,2%,4%,-0.2%,-0.9,80,i,17,13%,-0.9%
O=C(Nc1nc(-c2ccc([N+](=O)[O-])cc2)cs1)c1c(F)cccc1F,-5.9%,-12%,-14%,5%,-0.1%,8.2,56,i,33,-56%,-0.2%
CCCC(=O)N1c2ccccc2[C@@H](N(C(C)=O)c2ccccc2)C[C@H]1C,-3.6%,14%,-9%,0%,-0.2%,0.4,73,i,43,-3%,-0.7%
Cn1nc(C(=O)NCCCN2CCCCC2)c2c1-c1ccccc1SC2,2.7%,4%,-3%,10%,-0.1%,-0.8,61,i,14,-42%,3.1%
COc1ccc(NC(=O)c2cc(Br)c(Br)s2)cn1,-3.7%,22%,-9%,9%,-0.2%,1.3,47,i,35,1%,0.9%
CC(=O)c1nnn(-c2ccc([N+](=O)[O-])cc2)c1C,2.7%,-6%,-4%,2%,-0.2%,0.3,46,i,52,-67%,0.1%
CCOC(=O)c1c(C)n(C(=O)c2ccco2)c(=O)n1C(=O)c1ccco1,-1.9%,-5%,13%,7%,-0.2%,1.8,101,i,32,-2%,0.3%
COC(=O)c1[nH]c2ccccc2c1NC(=O)c1c(F)cccc1F,-0.2%,-6%,4%,10%,0.3%,0.0,58,i,36,32%,-0.4%
CCOC(=O)C1(Cc2ccc(OC)cc2)CCN(S(C)(=O)=O)CC1,0.4%,-3%,-3%,-2%,-0.3%,0.3,30,i,9,4%,-0.7%
[O-][n+]1cccc(C(O)c2ccccc2)c1 (centres undefined),5.8%,-7%,1%,0%,0.5%,0.0,75,i,8,-14%[20 µM],0.4%
O=C1COc2ccc(C(=O)COC(=O)CCSc3ccccc3)cc2N1,1.7%,-6%,-9%,6%,-1.9%,0.0,72,i,23,-3%,0.3%
O=C(COc1cccc2ccccc12)N1CCN(c2ccccc2)CC1,1.9%,-2%,22%,4%,-0.1%,2.6,57,i,45,-32%,-0.7%
Cc1cc(NC(=O)CCCn2nc(C)c([N+](=O)[O-])c2C)no1,-1.6%,2%,-5%,1%,-0.8%,-0.7,66,i,33,-9%,0.3%
CCCc1nc(N2CCN(C)CC2)c2sc(=S)n(-c3ccccc3)c2n1,-6.5%,-1%,-12%,3%,-0.2%,26,49,i,30,-8%,-1.0%
CC(C)(C)c1nnc(NC(=O)NS(=O)(=O)c2ccccc2)s1,0.7%,5%,3%,-7%,-0.2%,-0.5,99,i,26,-37%,0.4%
CCOc1ccc(CN2CCNC(=O)C2CC(=O)NCC2CCOCC2)cc1 (centres undefined),-0.7%,2%,0%,13%,0.2%,0.2,71,i,66,1%,-0.4%
Nc1c(Cl)ncnc1N/N=C/c1ccnc2ccccc12,-1.1%,-9%,9%,-3%,0.1%,-0.6,62,i,35,-30%,0.5%
O=S(=O)(c1cccc(Cl)c1)N1CCC(c2nc3ccccc3[nH]2)CC1,-4.5%,12%,-16%,-27%,-0.3%,-0.8,45,i,45,-6%,-0.8%
c1ccn2cc(-c3ccc4c(c3)OCCO4)nc2c1,-5.3%,9%,11%,-18%,-0.1%,3.5,47,i,18,10%,-0.7%
CC1=Nc2ccccc2/C1=C\c1nc(-c2ccccc2)oc1O,-3.3%,-10%,-5%,0%,-0.2%,3.4,83,i,21,5%,0.7%
